# Screens: PubChem BioAssay, several laboratories
# HDAC3 inh: HDAC3 deacetylase inhibitors, primary screen, biochemical, fluorescence, cell-free homogeneous. recombinant HDAC3, fluorogenic peptide/trypsin coupled. inhibition, % at 8.3 µM. hit rate 0.15% among 320,000; in the data active means inhibition above about 26%, passing the limit was not always enough
# MrgX1 antag: antagonists of human MrgX1 receptor, primary screen, HEK293 cells, Fluo-4 calcium flux; Mas-related G-protein coupled receptor member X1 (Homo sapiens), Q96LB2; BAM8-22 antagonism; hits give low values; B-score at 10 µM; hit rate 1.3% among 310,000; AID 588676, 2011;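 active means calcium-response B-score plate-corrected more than 3 library SD below zero, starting fluorescence within 5 deviations, no agonist response on first addition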;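 further: peak minus trough fluorescence over baseline after final BAM8-22 challenge near maximal dose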
# ANO1 activ: TMEM16A chloride channel activators or potentiators, primary screen, cell-based, HTS. AID 623877, 2012. Anoctamin-1 (Mus musculus), Q8BHY3. HEK293 TMEM16A/YFP-H148Q/I152L, iodide quench fluorescence; hits give low values. hit rate 0.3% among 340,000. B-score at 10 µM;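 active means fluorescence-ratio B-score plate-corrected deviation score at least 3 library SD below zero, with starting fluorescence score within 5 deviations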;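 further: channel opened by trigger with iodide after compound preincubation; score built on the fluorescence ratio of max minus min over baseline; more negative score means more quench and so TMEM16A activation or potentiation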
# RGS4 act: RGS4 potentiators or activators, primary screen, cell-based, HEK293 M3R inducible RGS4, calcium flux. hit rate 0.92% among 310,000. carbachol calcium flux Fluo4; hits give low values. B-score at 10 µM;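 active means B-score of the integrated calcium signal more than 4 SD below the library mean, with starting fluorescence not abnormally high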;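 further: negative B-score means reduced calcium response which marks RGS4 activation or potentiation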
#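 Material: M3R-expressing HEK293 line, RGS4 induced by doxycycline | Schedule: Overnight RGS4 induction, 30 min dye load 37 °C, 20 min compound RT | Measured by: Fluo4 fluorescence kinetic imaging of calcium | Read-out: Integrated calcium ratio converted to B score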
# TRPC6 inh: mouse TRPC6 channel inhibitors, primary screen, cell-based, HEK293, membrane potential dye. Short transient receptor potential channel 6 (Mus musculus), Q61143. ACh-evoked depolarization; hits give low values. B-score at 10 µM. hit rate 1.1% among 310,000;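 active means B-score under library mean minus 3 SD, initial fluorescence not abnormally high, positive integrated signal ratio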;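 further: B-score derived from integrated fluorescence ratio over the kinetic read; more negative B-score means stronger inhibition of depolarization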
# Target sequence (Q61143 whole entry, looked up): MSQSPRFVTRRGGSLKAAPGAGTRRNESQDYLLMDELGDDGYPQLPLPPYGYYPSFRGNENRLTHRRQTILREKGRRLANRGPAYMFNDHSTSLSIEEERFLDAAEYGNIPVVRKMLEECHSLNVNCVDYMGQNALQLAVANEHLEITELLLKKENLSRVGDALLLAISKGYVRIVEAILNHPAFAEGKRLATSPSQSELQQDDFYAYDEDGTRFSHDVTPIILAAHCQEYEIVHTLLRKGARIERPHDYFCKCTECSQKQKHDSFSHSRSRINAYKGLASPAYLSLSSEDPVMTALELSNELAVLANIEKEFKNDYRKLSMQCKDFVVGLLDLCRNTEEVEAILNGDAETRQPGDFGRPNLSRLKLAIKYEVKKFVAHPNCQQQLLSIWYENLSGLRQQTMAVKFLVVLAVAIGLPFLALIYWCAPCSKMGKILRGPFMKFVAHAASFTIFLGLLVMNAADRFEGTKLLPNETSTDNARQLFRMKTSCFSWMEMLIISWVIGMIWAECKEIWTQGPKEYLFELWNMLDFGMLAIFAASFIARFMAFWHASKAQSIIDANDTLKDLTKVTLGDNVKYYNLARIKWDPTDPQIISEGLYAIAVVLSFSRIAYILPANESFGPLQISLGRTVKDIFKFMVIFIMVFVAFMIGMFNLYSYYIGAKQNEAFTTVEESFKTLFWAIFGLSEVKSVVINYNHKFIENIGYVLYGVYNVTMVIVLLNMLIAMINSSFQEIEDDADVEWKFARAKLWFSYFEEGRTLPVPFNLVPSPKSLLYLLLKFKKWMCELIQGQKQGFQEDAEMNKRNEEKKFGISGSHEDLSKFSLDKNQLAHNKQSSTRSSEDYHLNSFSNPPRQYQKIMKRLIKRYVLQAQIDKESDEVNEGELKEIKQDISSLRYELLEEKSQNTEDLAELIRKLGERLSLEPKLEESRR
# RGS4 inh: RGS4 inhibitors, primary screen, cell-based, HEK293 M3R inducible RGS4, calcium flux; hit rate 0.45% among 310,000; Fluo-4 calcium flux; hits give high values; triggered by carbachol at its EC20; B-score at 10 µM; Regulator of G-protein signaling 4 (Homo sapiens), P49798; AID 463165, 2010;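 active means B-score, a plate-corrected calcium signal, over three deviations above library mean, with baseline fluorescence within five deviations of library mean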;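 further: RGS4 expression induced by doxycycline in cells with stable M3 receptor; B-score is computed from the integrated fluorescence ratio over baseline after carbachol; higher B-score means a larger calcium signal and so more RGS4 inhibition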
# Target sequence (P49798 whole entry, looked up): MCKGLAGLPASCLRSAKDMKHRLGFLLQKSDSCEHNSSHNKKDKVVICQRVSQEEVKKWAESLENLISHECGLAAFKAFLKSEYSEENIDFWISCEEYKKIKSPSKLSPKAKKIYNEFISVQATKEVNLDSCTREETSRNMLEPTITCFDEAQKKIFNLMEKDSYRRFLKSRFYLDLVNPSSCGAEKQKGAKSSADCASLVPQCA
# TRPC6 activator: mouse TRPC6 channel activators, primary screen, cell-based, HEK293, membrane potential dye; Short transient receptor potential channel 6 (Mus musculus), Q61143; hit rate 0.13% among 310,000; B-score at 10 µM; HEK293-TRPC6 membrane potential dye fluorescence; hits give high values;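 active means B-score of the integrated fluorescence ratio above library mean plus 3 SD, and starting fluorescence ratio within library mean plus 5 SD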;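 further: higher score means more depolarization so channel activation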
# MrgX1 allo act: positive allosteric modulators of MrgX1, primary screen, HEK293 cells, Fluo-4 calcium flux | Mas-related G-protein coupled receptor member X1 (Homo sapiens), Q96LB2 | FDSS; hits give high values | B-score at 10 µM | hit rate 0.63% among 310,000 | AID 588675, 2011;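 active means plate-corrected calcium response at least 3 library SD above typical, normal starting fluorescence, not activating the receptor alone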;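 further: compound read alongside a low EC10 to EC30 dose of BAM8-22 agonist; peak minus trough fluorescence over baseline measured at the second addition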
# TMEM16A inh: TMEM16A chloride channel inhibitors, primary screen, cell-based, HTS; HEK293 TMEM16A/YFP iodide influx fluorescence, ionomycin; normalized B-score (activity score, 25-100; higher = stronger inhibition) at 10 µM; hit rate 1.2% among 310,000; Anoctamin-1 (Mus musculus), Q8BHY3; AID 588511, 2011;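 active means ratio plate-corrected score three or more library SD toward inhibition, starting fluorescence score within five deviations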;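 further: score derived from kinetic fluorescence span divided by baseline fluorescence per well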
# SKKanGAS inh: S. pyogenes SKKanGAS growth inhibitors in kanamycin, primary screen, streptokinase expression inhibitor project, SKKanGAS strain, BacTiter-Glo luminescence; 6 h; inhibition, % at 7.5 µM; hit rate 1.3% among 300,000;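 active means mean replicate score, as percent of positive control median, at least 50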;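 further: strain carries kanamycin resistance gene driven by streptokinase promoter and grows in 40 µg/ml kanamycin; loss of luminescence reflects streptokinase promoter inhibition or plain growth inhibition; 0% = median of DMSO wells and 100% = positive control at its reference dose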
# MrgX1 ag: agonists of human MrgX1 receptor, primary screen, HEK293 cells, Fluo-4 calcium flux; Mas-related G-protein coupled receptor member X1 (Homo sapiens), Q96LB2; Fluo-4 calcium fluorescence, agonist mode; hits give high values; B-score at 10 µM; hit rate 0.44% among 310,000; AID 588627, 2011;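 active means calcium response B-score plate-corrected fluorescence ratio at least 3 library SD, with starting fluorescence B-score inside 5 SD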
#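 Material – MrgX1-expressing HEK293 cells · Input – 15,000 cells seeded per well · Dosing – compound as first of three additions · Times – overnight seeding, then 1 h dark dye loading · Measured by – kinetic Fluo-4 NW fluorescence of intracellular calcium · Read-out – B-scored fluorescence response ratio · Benchmarks – positive and negative control wells on each plate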
# An asterisk follows results filed as active; i = inactive; nt = not tested or not shown.
SMILES,HDAC3 inh,MrgX1 antag,ANO1 activ,RGS4 act,TRPC6 inh,RGS4 inh,TRPC6 activator,MrgX1 allo act,TMEM16A inh,SKKanGAS inh,MrgX1 ag
CC1(C)CC(=O)C(C=NCCN2CCN(CCCCS(=O)(=O)O)CC2)=C(O)C1,3,i,i,i,i,i,i,i,i,9,i
Cc1ccc2cc(C3CC(c4ccco4)=NN3S(C)(=O)=O)c(Cl)nc2c1 (stereo not drawn),-2,i,i,i,i,i,i,i,i,-4,i
O=C(CN1CCCC1)N1c2ccccc2Sc2ccc(C(F)(F)F)cc21,4,i,i,-8.1*,-5.6*,i,i,i,i,-4,i
Cc1nn(C)c(C)c1S(=O)(=O)N1CCCC(C(=O)N2CCN(c3ccccc3)CC2)C1 (stereo not drawn),5,i,i,i,i,i,i,i,i,0,i
CN(C(=O)COC(=O)/C=C/c1cccc([N+](=O)[O-])c1)C1CCS(=O)(=O)C1 (stereo not drawn),0,i,i,i,i,i,i,i,i,4,i
CNC(=S)N/N=C(\C)c1ccc2c(c1)OCCO2,5,i,i,i,i,i,i,i,i,-4,i
COc1ccc(-n2nc3c(c2NC(=O)c2c(-c4ccccc4Cl)noc2C)CS(=O)(=O)C3)cc1,-1,i,i,i,i,i,i,i,i,17,i
CC(=O)c1ccc(NC(=O)CSc2ccc(-c3ccco3)nn2)cc1,6,i,i,i,i,i,i,i,i,-3,i
COc1cccc(CN(C)CC(=O)Nc2ccccc2C(=O)Nc2ccccc2)c1OC,2,i,i,i,i,i,i,i,i,11,i
CC1CCN(CC(O)CN2c3ccccc3Sc3ccccc32)CC1 (stereo not drawn),1,i,i,i,-6.7*,i,i,i,i,-5,i
O=C(O)c1ccc(S(=O)(=O)c2ccccc2)cc1,5,i,i,i,i,i,i,i,i,-4,i
C=CCNC(=O)c1ccc(Cl)cc1Cl,3,i,i,nt,nt,nt,nt,i,i,nt,i
COc1cc(OC)cc(C(=O)OCc2ccc([N+](=O)[O-])cc2)c1,9,i,i,i,i,i,i,i,i,-13,i
COc1ccc(C(=O)NC(=S)N2CCCc3ccccc32)cc1OC,6,i,i,i,i,i,i,i,i,3,i
N#CC1=C(N)Oc2ccc3ccccc3c2C1c1cccnc1 (stereo not drawn),nt,nt,i,i,i,i,i,nt,nt,-1,nt
CCOC(=O)C1CC2CC(C1)CN(C(=O)C1CCCCC1)C2 (stereo not drawn),-2,i,i,i,i,i,i,i,i,3,i
O=C(CCC(=O)N1CCN(S(=O)(=O)c2ccc(Cl)cc2)CC1)Nc1cccc(Br)c1,0,i,i,i,i,i,i,i,i,4,i
CC12CCC(C(=O)NCc3ccccc3Cl)(C(Br)C1=O)C2(C)C (stereo not drawn),-2,i,i,i,i,i,i,i,i,1,i
Cc1nc2ccccc2c2oc(C(=O)NCCCN3CCCC3=O)cc12,3,i,i,i,i,i,i,i,i,2,i
O=C(Cn1nnc(-c2cccc(C(F)(F)F)c2)n1)N1CCCCCC1,4,i,i,i,i,i,i,i,i,1,i
Oc1cccc2ccc(/C=C/c3ccccc3Cl)nc12,0,i,i,i,i,i,i,i,i,99*,i
CCCOc1ccc(C(O)CCNC(CC(=O)O)c2ccccc2)cc1 (stereo not drawn),3,i,i,i,i,i,i,i,i,4,i
O=C(COc1ccccc1)c1cn(CC(=O)N2CCCC2)c2ccccc12,-3,i,i,i,i,i,i,i,i,-8,i
COc1cc(/C=N/n2c(COc3ccccc3)n[nH]c2=S)cc(OC)c1OC(C)=O,0,i,i,i,i,i,i,i,i,3,i
BrC(/C=N/N1CCN(Cc2ccccc2)CC1)=C/c1ccccc1,3,i,i,i,i,i,i,i,i,20,i

# (listing goes on)
SMILES,HDAC3 inh,MrgX1 antag,ANO1 activ,RGS4 act,TRPC6 inh,RGS4 inh,TRPC6 activator,MrgX1 allo act,TMEM16A inh,SKKanGAS inh,MrgX1 ag
O=C(O)c1ccc(-c2nc(-c3ccc(Cl)c(Cl)c3)cs2)cc1,1,i,i,i,i,i,i,i,i,57*,i
O=C(CCCn1c(SCC(=O)c2ccc(Cl)cc2)nc2ccccc2c1=O)NCc1ccco1,1,i,i,i,i,i,i,i,i,-10,i
COc1cc(/C=N/Nc2ccc(C)cc2)cc(Br)c1O,9,i,i,i,i,i,i,i,i,10,i
CCn1nnnc1SCC(=O)N(C1CCCCC1)C1CCCCC1,-3,i,i,i,i,i,i,i,i,1,i
S=C(NCCN1CCOCC1)N1CCN(c2cccc(Cl)c2)CC1,1,i,i,i,i,i,i,i,i,2,i
COc1ccccc1OC(C)C(=O)N1CCc2ccccc21 (stereo not drawn),2,i,i,i,i,i,i,i,i,-5,i
O=C(CC1(O)C(=O)Nc2ccccc21)c1cccc(-n2cccc2)c1 (stereo not drawn),0,i,i,i,i,i,i,i,i,-7,i
COc1cc(NC(=S)NCc2ccco2)cc(OC)c1,2,i,i,i,i,i,i,i,i,-4,i
O=C(CSc1n[nH]c(=O)n1-c1ccccc1)Nc1ccccc1,nt,i,i,i,i,i,i,i,i,-1,i
O=C(C1CC(=O)N(c2ccc(Cl)cc2)C1)N1CCC(c2nc3ccccc3[nH]2)CC1 (stereo not drawn),nt,i,i,i,i,i,i,i,i,20,i
COc1ccc(-c2noc(-c3ccoc3C)n2)cc1,1,i,i,i,i,i,i,i,i,0,i
CN(CC1COCCO1)c1nc2nonc2nc1N1CCSCC1 (stereo not drawn),6,i,i,i,i,i,i,i,i,-12,i
CN(C)S(=O)(=O)Nc1ccc(Br)cc1F,-3,i,i,i,i,i,i,i,i,1,i
C[C@@H](C(=O)Nc1ccc2c(c1)OCO2)n1c(=O)[nH]c2ccccc2c1=O,2,i,i,i,i,i,i,i,i,2,i
COc1ccc(/C=N\n2nnc3ccccc32)cc1,-3,i,i,i,i,i,i,i,i,6,i
O=C(NCc1ccccn1)C(=O)Nc1ccccc1,-4,i,i,i,i,i,i,i,i,-5,i
CCOc1ccc(NC(=O)CC2C(=O)N(c3ccc(OC)cc3)C(=O)N2CCc2ccc(OC)c(OC)c2)cc1 (stereo not drawn),nt,i,i,i,i,i,i,i,i,-15,i
Nc1ccc2nc(CCCCCCc3nc4ccc(N)cc4[nH]3)[nH]c2c1,3,i,i,i,i,i,i,i,i,nt,i
CC(C)CN1C(=O)NC(NC(=O)c2cccs2)(C(F)(F)F)C1=O (stereo not drawn),3,i,i,i,i,i,i,i,i,1,i
CC1CC(C)CN(CCCNC(=O)CN2C(=O)c3cccnc3Oc3ccc(Cl)cc32)C1 (stereo not drawn),2,i,i,i,i,i,i,i,i,1,i
N#Cc1ccccc1NC(=O)Nc1ccccc1,-7,i,i,i,i,i,i,i,i,-4,i
CC(=O)Nc1ccc(S(=O)(=O)NCc2ccc(C(=O)NCc3ccc(Cl)cc3)cc2)cc1,1,i,i,i,i,i,i,i,i,0,i
O=C(/C=C/c1ccco1)NCc1ccc2c(c1)OCO2,6,i,i,i,i,i,i,i,i,1,i
Cn1c(C(=O)O)c(CC(=O)Nc2ccc(F)cc2F)c2ccccc21,0,i,i,i,i,i,i,i,i,9,i
NC(=O)C1CCN(C(=O)CN(c2cccc(Cl)c2)S(=O)(=O)c2ccccc2)CC1,-2,i,i,i,i,i,i,i,i,2,i

# More structures:
SMILES,HDAC3 inh,MrgX1 antag,ANO1 activ,RGS4 act,TRPC6 inh,RGS4 inh,TRPC6 activator,MrgX1 allo act,TMEM16A inh,SKKanGAS inh,MrgX1 ag
Cc1ccc(Nc2c([N+](=O)[O-])c(=O)oc3ccccc23)cc1,5,i,i,i,i,i,i,i,i,4,i
Cc1cc2c3c(c1)C(C)(c1ccccc1)CC(C)(C)N3C(=O)C21C(C#N)=C(N)OC2=C1C(=O)CC(C)(C)C2 (stereo not drawn),-2,i,i,i,i,i,i,i,i,nt,i
CCOC(=O)c1c(C)[nH]c(C)c1S(=O)(=O)N(C)CC(=O)NCc1ccc(F)cc1,-5,i,i,i,i,i,i,i,i,-1,i
COc1ccc(N2CCN(CCNC(=O)CCCn3c(=O)[nH]c4cc(Cl)ccc4c3=O)CC2)cc1,-1,i,i,i,i,i,i,i,i,-11,i
CC(C)Oc1cc(N)c(Cl)cc1Cl,1,i,i,i,i,i,i,i,i,2,i
COc1ccc(C2N(C(C)=O)CCCN2S(=O)(=O)c2ccc(C)cc2)cc1 (stereo not drawn),-2,i,i,i,i,i,i,i,i,5,i
Cc1noc(NC(=O)c2cccc(Cl)c2Cl)c1C#N,4,i,i,i,i,i,i,i,i,-8,i
CN(C)c1nc2c(c(=O)n(C)c(=O)n2C)n1Cc1ccccc1,0,i,i,i,i,i,i,i,i,0,i
CCOC(=O)c1c(C)[nH]c(C(=O)Nc2ccc3c(c2)OCO3)c1C,2,i,nt,i,i,i,i,i,i,3,i
C=CCOC(=O)C1=C(C)NC(SCC(N)=O)=C(C#N)C1c1ccc(C)cc1 (stereo not drawn),12,i,i,i,i,i,i,i,i,2,i
CCOC(=O)c1sc(=S)n(Cc2ccccc2)c1C,5,i,i,i,i,i,i,i,i,-1,i
CC(=O)c1cccc(NC(=O)C2CC(=O)N(c3cccc(C)c3C)C2)c1 (stereo not drawn),2,i,i,i,i,i,i,i,i,1,i
CCN(CC)CCNC(=O)/C(=C\c1cccn1C)NC(=O)c1cccs1,8,i,i,i,i,i,i,i,i,11,i
O=C(NNc1c(Cl)cc(Cl)cc1Cl)c1n[nH]c(=O)c2ccccc12,3,i,i,i,i,i,i,i,i,-5,i
Nc1nc(N)nc(-c2cccc(Cl)c2Cl)n1,-7,i,i,nt,nt,nt,nt,i,i,nt,i
Cc1ccc(/C=C2\SC(=S)N(CCC(=O)NNS(=O)(=O)c3ccccc3)C2=O)cc1,2,i,i,i,i,i,i,i,i,5,i
CCN(CC)C(=O)CSc1nnc(-c2ccco2)n1N,-4,i,i,i,i,i,i,i,i,-1,i

# Rows were taken by chance. Share with any hit: about 6.7%.
